Source: PubChem BioAssay
CHO-K1 Ca PAM: counter-screen for M1 PAMs: effect in parental CHO-K1 cells; AID 602247; activation, % at 3 µM; ATP EC20, Fluo-8 calcium fluorescence; 0% at ATP EC20, 100% at ATP max; 360,000 compounds, 0.02% hits;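 active = activation above the run cutoff, the mean activation of all test compounds plus 3 SD, cut at about 40% in these data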;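 also: peak over basal fluorescence ratio in a 140 s read after ATP addition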
TAAR1 antag: antagonists of human TAAR1. inhibition, % at 3 µM. 360,000 compounds, 1.5% hits. Q96RJ0. CHO RD-HGA16 TAAR1, Fluo-8 calcium fluorescence, antagonist;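 active = inhibition above a per-plate cutoff, the mean inhibition of test compounds on that plate plus 3 SD, cut at about 49% in these data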;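 also: 0% = DMSO plus EC80 beta-PEA response and 100% = DMSO alone without agonist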
Target sequence (Q96RJ0 whole entry, looked up): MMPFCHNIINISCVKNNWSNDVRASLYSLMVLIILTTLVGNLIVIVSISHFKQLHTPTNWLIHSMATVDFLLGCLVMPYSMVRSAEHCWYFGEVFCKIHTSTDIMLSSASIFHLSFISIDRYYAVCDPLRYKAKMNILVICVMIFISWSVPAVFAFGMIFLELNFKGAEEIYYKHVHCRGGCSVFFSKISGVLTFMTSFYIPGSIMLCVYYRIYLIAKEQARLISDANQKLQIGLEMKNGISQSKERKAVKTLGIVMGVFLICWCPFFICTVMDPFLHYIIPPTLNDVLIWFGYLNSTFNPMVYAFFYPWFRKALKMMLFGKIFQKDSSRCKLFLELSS
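Material: CHO RD-HGA16 cells bearing hTAAR1; compound dosing: one-point dosing, 3 µM nominal final; schedule: dye loading 75 min at 37 °C, then 30 min room temperature; measured by: calcium fluorescence with Fluo-8; control set: vehicle and agonist controls; replication: n of 1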
CHRM5 agonist: CHRM5 agonism in calcium assay; P08912; CHO-K1 hM5 cells, Fluo-8 calcium fluorescence; 0% DMSO wells, 100% maximal acetylcholine response; activation, % at 3 µM; 360,000 compounds, 0.19% hits;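 active = activation above the run's mean over test compounds plus 3 SD, cut at about 23% in these data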;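 also: signal is peak over basal fluorescence ratio across the kinetic read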
CHRM5 antagonist: CHRM5 antagonism in calcium assay; P08912; CHO-hM5 cells, Fluo-8 calcium fluorescence, ACh EC80; inhibition, % at 3 µM; 360,000 compounds, 0.59% hits;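 active = inhibition above a per-plate cutoff, the mean of that plate's test compounds plus 3 SD, cut at about 27% in these data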;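 also: 0% = acetylcholine EC80 with DMSO and 100% = DMSO without agonist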
CRFBP-R2 agonist: CRF-BP/CRF-R2 complex agonism | activation, % at 13.2 µM | AID 588473 | 350,000 compounds, 0.46% hits | HEK293 CRF-R2/CRF-BP, calcium dye fluorescence (FLIPR); percent of saturating CRF peptide response;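 active = activation of at least 50%, plus an integration ratio under a set limit after plate pattern correction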;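 also: plate controls were neutral control wells without compound for no effect and CRF at EC100 for full effect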
TAAR1 agonist: human TAAR1 agonism. 360,000 compounds, 0.99% hits. AID 624467. activation, % at 3 µM. CHO RD-HGA16 TAAR1, Fluo-8 calcium fluorescence; vehicle wells 0%, saturating PEA agonist 100%;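 active = activation above the mean activation of all test compounds in the run plus 3 SD, cut at about 38% in these data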
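System: CHO-derived RD-HGA16 cells with stable Gα16 and human TAAR1. Times: 17-24 h plating, Fluo-8 75 min 37 °C, 30 min RT. Measured by: calcium-sensitive Fluo-8 signal, excitation 470-495, emission 515-575 nm. Read-out basis: % activation relative to PEA EC100 response. Control set: DMSO and PEA EC100. Repeats: no replicates (n 1).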
CHRM5 PAM: CHRM5 positive allosteric modulation | P08912 | CHO-K1 hM5, Fluo-8 calcium, ACh EC20 PAM; 0% = ACh EC20, 100% = ACh EC100 | activation, % at 3 µM | 360,000 compounds, 0.3% hits;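 active = activation above the run cutoff, the mean activation of all test compounds plus 3 SD, cut at about 18% in these data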
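System – CHO-K1 hM5 cells · Compound – 3 µM, single dose · Incubation – compound preincubation 140 s before EC20 acetylcholine addition · Technique – Fluo-8 calcium fluorescence · Measure – Max/basal fluorescence ratio as % of EC20–EC100 ACh window · Benchmarks – low control EC20 acetylcholine (0%), high control EC100 acetylcholine (100%) · Replication – singlicate, one well per test compound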
CRFBP-R2 block: blocks CRF-induced signaling of the CRF-BP/CRF-R2 complex. 350,000 compounds, 0.59% hits. HEK293 CRF-R2/CRF-BP, CRF-induced calcium fluorescence. AID 588475. inhibition, % at 11.8 µM;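 active = inhibition of the ligand-induced calcium signal above about 50% at the single tested concentration, limit read from the data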
M4 PAM: CHRM4 positive allosteric modulation; P08173; CHO-K1 hM4/Gqi5, Fluo-8 calcium fluorescence, ACh EC20; 0% = ACh EC20, 100% = maximal ACh; activation, % at 3 µM; 360,000 compounds, 0.4% hits;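 active = activation above its plate's cutoff, the mean activation of sample wells plus 3 SD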; also: some results filed as inactive read as strong as hits
Target sequence (P08173 whole entry, looked up): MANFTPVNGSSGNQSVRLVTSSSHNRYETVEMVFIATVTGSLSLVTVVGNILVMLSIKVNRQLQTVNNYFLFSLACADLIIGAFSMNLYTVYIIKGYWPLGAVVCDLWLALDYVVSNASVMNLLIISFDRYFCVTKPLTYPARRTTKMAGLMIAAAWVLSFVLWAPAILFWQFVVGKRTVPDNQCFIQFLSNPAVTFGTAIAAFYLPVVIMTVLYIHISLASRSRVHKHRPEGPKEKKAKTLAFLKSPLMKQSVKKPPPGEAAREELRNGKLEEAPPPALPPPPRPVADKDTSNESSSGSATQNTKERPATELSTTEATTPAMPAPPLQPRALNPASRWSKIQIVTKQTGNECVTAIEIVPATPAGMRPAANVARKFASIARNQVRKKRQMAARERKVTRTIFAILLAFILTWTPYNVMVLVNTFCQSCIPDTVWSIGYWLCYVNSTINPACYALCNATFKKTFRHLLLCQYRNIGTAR
* hit, by the source's call; . = not tested or not shown.

SMILES	CHO-K1 Ca PAM	TAAR1 antag	CHRM5 agonist	CHRM5 antagonist	CRFBP-R2 agonist	TAAR1 agonist	CHRM5 PAM	CRFBP-R2 block	M4 PAM
O=C1CC(N(CCc2ccccc2)C(=S)Nc2ccccc2)C(=O)N1c1ccccc1 (stereo not given)	22	0	-1	4	5.2	6	-5	-16	11
Cc1cc(C)cc(NC(=O)CCN2CCCC2)c1	3	24	-2	4	0.1	1	6	-9	-6
COC(=O)Nc1ccc(S(=O)(=O)N2CCCC(C(=O)N3CC(C)OC(C)C3)C2)cc1 (stereo not given)	13	14	-1	1	3.3	3	4	-1	2
O=C(Nc1nccs1)c1cc(-c2ccccc2)nn1-c1ccccc1	12	-5	-3	3	3.1	0	-1	10	4
CN(C(=O)COC(=O)c1cnc(Cl)c(Cl)c1)C1CCS(=O)(=O)C1 (stereo not given)	17	2	1	4	-1.9	1	0	-4	-1
COCCN1CCN(C(=O)c2ccc3nc(Cc4ccc(OC)c(OC)c4)oc3c2)CC1	-29	-9	1	6	0.6	2	0	-12	7
COc1ccc(N2CCOCC2)c(NC(=O)c2cccs2)c1	-1	-9	1	-7	-0.5	4	-7	-1	1
Cc1c(C(=O)NCc2ccccn2)oc2ccc(S(=O)(=O)N3CCOCC3)cc12	10	34	2	6	2.2	19	-10	-21	-4
COc1ccc2oc(C(=O)OCC(=O)NCCN3C(=O)CSC3=O)c(C)c2c1	16	-26	0	5	1.3	3	-7	-2	-4
O=C(Nc1ccccc1)Nc1nc2ccccc2s1	-7	12	7	17	0.1	9	-20	-5	-5

Looked up by structure from above:
SMILES	CHO-K1 Ca PAM	TAAR1 antag	CHRM5 agonist	CHRM5 antagonist	CRFBP-R2 agonist	TAAR1 agonist	CHRM5 PAM	CRFBP-R2 block	M4 PAM
O=C1CC(N(CCc2ccccc2)C(=S)Nc2ccccc2)C(=O)N1c1ccccc1 (stereo not given)	22	0	-1	4	5.2	6	-5	-16	11
O=C(Nc1nccs1)c1cc(-c2ccccc2)nn1-c1ccccc1	12	-5	-3	3	3.1	0	-1	10	4
CN(C(=O)COC(=O)c1cnc(Cl)c(Cl)c1)C1CCS(=O)(=O)C1 (stereo not given)	17	2	1	4	-1.9	1	0	-4	-1
Cc1cc(C)cc(NC(=O)CCN2CCCC2)c1	3	24	-2	4	0.1	1	6	-9	-6
COCCN1CCN(C(=O)c2ccc3nc(Cc4ccc(OC)c(OC)c4)oc3c2)CC1	-29	-9	1	6	0.6	2	0	-12	7

(continued)
SMILES	CHO-K1 Ca PAM	TAAR1 antag	CHRM5 agonist	CHRM5 antagonist	CRFBP-R2 agonist	TAAR1 agonist	CHRM5 PAM	CRFBP-R2 block	M4 PAM
C/C(=N\NC(=O)c1ccc(CN2CCOCC2)cc1)c1cccc([N+](=O)[O-])c1	1	-4	3	-7	-1.8	0	4	3	3
Cc1ccc(S(=O)(=O)Nc2ncnc3sc(C)c(C)c23)cc1	5	5	5	-1	-0.3	4	11	6	-1
CC(CCc1ccccc1)NC(=O)COC(=O)c1ccccc1O (stereo not given)	15	-8	-1	8	-1.8	0	-5	11	7
COc1ccc(OCC(=O)NCCCCCCNC(=O)COc2ccc(OC)cc2)cc1	2	-11	1	-3	-1.4	1	7	2	1
Cc1ccc(S(=O)(=O)N2CCN(c3nc(C(C)C)c4c(c3C#N)CC(C)(C)OC4)CC2)cc1	4	9	-3	-8	8.8	2	-1	-5	1
N#CCc1nc(-c2cc3ccccc3oc2=O)cs1	27	-8	-1	5	-1.5	7	0	3	-1
CCOc1ccc(NC(=O)CN(C)C(=O)c2cc(C)nc3ccccc23)cc1OCC	4	10	4	1	-1.4	2	1	-3	-1
COc1cc(-c2cc(=O)c3c(O)c(OC)c(OC)c(O)c3o2)ccc1O	15	15	-2	5	1.0	-1	-6	3	2
CCOC(=O)c1cnc2c(ccc3ccccc32)c1N	12	-16	-7	4	0.7	3	1	-5	2
CC(C)(C)[C@H]1C=C(C(N)=O)O[C@@H](OCCCCO)C1	10	-4	9	-5	-1.2	0	-3	-1	12
Cc1ccc(NC(=O)CN2C(=O)S/C(=C\c3ccccn3)C2=O)cc1C	14	-6	-4	5	-1.9	1	-3	9	2
COc1ccc(Cl)cc1C(=O)OCC(=O)Nc1cccnc1Cl	13	0	1	-3	-1.0	0	2	0	5
Cc1oc(-c2cccs2)cc1C(=O)N1CCCC(C)(C(=O)O)C1 (stereo not given)	-6	-2	-1	-6	.	2	4	.	0
NC(=S)N/N=C/c1ccc(C(F)(F)F)cc1	22	0	-2	-7	-1.7	12	-3	-1	-6
CC(=O)Nc1ccc(C(=O)OCC(=O)NCCC2=CCCCC2)cc1	-20	-8	-3	-1	1.2	2	-2	16	1
CCOC(=O)CN1C(=O)N[C@@H](c2ccccc2)C(C(C)=O)=C1C	-3	.	2	-3	-0.8	.	11	-4	4
CC1(Cc2ccccc2Cl)C(=O)Nc2c(Cl)cccc21 (stereo not given)	7	18	-2	6	.	-1	-4	.	-5
Cc1cc(NC(=O)NC(=O)c2ccccc2)no1	-4	-6	-5	20	1.3	3	-8	15	1
COCC(C)NC(=O)/C=C/c1ccc(OC)cc1 (stereo not given)	20	-13	-1	-4	-1.6	2	-1	12	3
CCOC(=O)/C(C#N)=C/c1cc(C)n(-c2ccc(C)cc2)c1C	2	21	1	-2	-2.7	-1	5	-15	-4
CCOc1ccc(S(=O)(=O)NNC(=O)c2cc3ccccc3o2)cc1	-5	18	0	3	-0.5	6	-3	-12	3
COc1ccc(-c2nc(NC(C)=O)sc2-c2ccccc2)cc1	8	-6	-5	12	-0.2	-2	-17	7	-19
CC(C)(CNC(=O)CCC1CCCC1)CNC(=O)CCC1CCCC1	3	-38	-6	11	0.1	3	-4	0	1
COc1ccc(NC(=O)CSc2nnc(C3CC3)n2C)cc1S(=O)(=O)N1CCOCC1	5	0	4	8	0.3	4	2	-6	13
CC(C)NC(=O)c1nn2c(C(F)(F)F)cc(-c3ccco3)nc2c1Cl	23	-11	-2	-1	0.4	3	6	-16	10
COc1ccc([N+](=O)[O-])cc1NC1C2CC3CC(C2)CC1C3 (stereo not given)	12	-13	-1	7	2.5	9	-11	7	8
Cc1ccccc1Cn1cc(NC(=O)CSc2nc3c(c(C(F)(F)F)n2)CCc2ccccc2-3)cn1	23	-5	-2	-2	1.3	-1	2	48	7
O=C1CC(NCc2cccs2)C(=O)N1c1ccc(Cl)cc1 (stereo not given)	-3	-9	-5	7	1.2	9	-1	-9	-3
Cc1nn(-c2ccccc2Cl)c2sc(C(=O)Nc3nnc(C4CC4)s3)cc12	-9	3	-3	10	-1.9	2	-4	-32	4
Cc1oc(-c2ccccc2)nc1CS(=O)CC(=O)O (stereo not given)	9	-8	0	0	-1.3	-1	0	-8	5
Cc1ccc(COc2ccc(/C=N/NC(=O)CN3CCCCC3)cc2)cc1	18	20	-5	-5	-0.6	8	-3	-16	-6
CCCNS(=O)(=O)c1cc2c(cc1Br)CCN2C(=O)CC	19	10	1	4	3.7	1	23*	-15	7
CC1=C(C(=O)OCc2ccccc2)C(/C=C/c2ccccc2)N2C(=O)CCSC2=N1 (stereo not given)	20	6	-2	-1	3.3	9	-5	69*	-1
COc1ccc2c(c1OC)C(=O)N1C(C(=O)O)Cc3c([nH]c4ccccc34)C21 (stereo not given)	13	3	-1	-4	4.3	3	-1	-14	6
O=C(OCC(=O)N1CCN(C(=O)c2ccco2)CC1)c1cncc(Br)c1	13	-17	1	9	0.9	13	-3	6	3
CCOc1cc(N2CCOCC2)c(OCC)cc1NC(=O)CN1C(=O)C2CC=CCC2C1=O (stereo not given)	5	-19	3	0	-3.7	4	-1	5	-2
O=C(CCNS(=O)(=O)c1ccc(OC(F)(F)F)cc1)N1CCCC1	15	-33	2	1	-0.6	6	-1	20	-3
Cc1ccc(N/N=C2/CCCNC2=O)cc1	-9	-4	2	-8	-2.1	9	-2	45	2
Cc1nnc(NC(=O)CCNC(=O)c2ccccc2Cl)s1	9	5	1	4	0.6	0	0	-2	-2
O=C(Cn1[nH]c(=O)c2ccccc2c1=O)OCC(=O)c1ccccc1	13	20	1	5	0.5	8	-22	-3	-2
CCOC(=O)C1CCCN(CC(=O)NC2CC2)C1 (stereo not given)	10	-10	1	4	-0.3	9	0	0	1
Cc1nnc(SCC(=O)N2c3ccccc3C(C)(c3ccc(Cl)cc3)CC2(C)C)s1 (stereo not given)	5	6	-6	4	12	5	-8	33	-15
CSCC[C@H](NC(=O)NCCc1ccc(F)cc1)C(=O)O	7	-4	2	3	0.6	-1	-1	1	12
COc1ccc(C2C3=C(CC(C)(C)CC3=O)N(CCN3CCOCC3)C3=C2C(=O)CC(C)(C)C3)cc1	20	-30	2	0	-1.6	0	5	-1	-5
O=C1c2ccccc2C(=Cc2cccnc2)c2ccccc21	16	-19	-1	0	0.9	5	3	11	0
COc1ccc(NC(=O)NC[C@@H]2CC[C@@H](Cc3ccc(-c4ccccc4)cc3)O2)cc1	18	45	2	4	-2.9	1	-5	19	-5
COc1cc2c(cc1OC)C1Cc3ccc(OC)c(OC)c3C[N+]1([O-])CC2 (stereo not given)	13	-8	2	-13	0.1	18	16	-13	8
CCOC(=O)CSc1nc(C)c(Oc2ccc(Cl)cc2Cl)c(=O)[nH]1	23	-31	-5	4	-0.8	0	0	11	9
COCC(=O)Nc1nnc(SCC(=O)N2CCCCC2)s1	21	6	-3	16	1.1	8	2	-11	-2
Cc1c(N(C)C(=O)c2ccccc2F)c(=O)n(-c2ccccc2)n1C	-1	0	2	-4	-1.7	14	-4	12	-5
Next section:
SMILES	CHO-K1 Ca PAM	TAAR1 antag	CHRM5 agonist	CHRM5 antagonist	CRFBP-R2 agonist	TAAR1 agonist	CHRM5 PAM	CRFBP-R2 block	M4 PAM
COc1ccccc1N1CCN(C2CCN(C(=O)c3ccc(F)cc3)CC2)CC1	24	-13	-7	9	0.5	7	-6	23	0
CCSc1nnc(-c2ccccc2NC(C)=O)c(=O)[nH]1	10	-8	-5	2	-0.3	1	-1	15	-2
COc1ccccc1N1CCN(c2ccc([N+](=O)[O-])nc2)CC1	9	9	1	6	-0.8	7	1	11	4
CSCC[C@H](NC(=O)OC(C)(C)C)c1nnc(SCC(=O)Nc2ccc(C)cc2C)o1	15	-15	-5	4	1.8	2	-3	-2	-1
Cc1ccccc1C1CC(=O)NC2=C1C(=O)CCC2 (stereo not given)	8	4	-3	10	-1.7	3	-2	8	-5
COc1c(N2CCN(C(=S)NC3CC4CCC3C4)C(C)C2)c(F)cc2c(=O)c(C(=O)O)cn(C3CC3)c12 (stereo not given)	-2	-35	0	12	1.1	-1	-5	-6	0
CN1CCN(c2nc(Nc3cccc(C(F)(F)F)c3)nc(N3CCOCC3)n2)CC1	14	-5	-5	-4	-0.5	18	3	-41	0
O=C1NC[C@H](CCCCN2CCN(CCc3ccccc3)C(=O)C2=O)N(CCc2ccc(O)cc2)C1=O	9	0	2	-1	.	0	2	.	-3
CCN(CC(=O)Nc1ccc(OC)cc1)C(=O)Cc1cccs1	-8	-11	9	0	-1.8	3	-2	0	4

Compounds were not picked by outcome; about 4.2% have a hit in one of these screens.
